DAX1 inh-1 – inhibitors of DAX1 repression of SF-1 activated StAR promoter; HEK293T StAR-luciferase reporter, SF-1/DAX-1 repression relief; inhibition, % at 6.8 µM; actives 1.1% (n = 370,000); AID 652010;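 active = inhibition above the mean over all tested compounds plus 3 SD, cut at about 3.6% in these data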;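 also: 0% = DAX-1 cells with DMSO and 100% = cells lacking DAX-1 with DMSO; higher inhibition means more luminescence from relief of DAX-1 repression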
hcDAF-12 act – activates DAF-12 receptor from parasite H. contortus. HEK293 hcDAF-12 lit1-tk-luc reporter, luminescence; 0% DMSO, 100% Δ7-dafachronic acid. actives 1.4% (n = 370,000). activation, % at 6.8 µM. AID 652067;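 active = activation above the mean of all tested compounds plus 3 SD, cut at about 5.5% in these data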;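 also: 100% = response to 3 µM Δ7-dafachronic acid high control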
PLC-beta3 inh – inhibitors of human phospholipase C beta3 | Purified PLC-beta3, fluorogenic substrate, fluorescence | actives 0.18% (n = 370,000) | inhibition, % at 12.2 µM | Q01970; in the data active = inhibition above about 11%;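 also: 0% = median of compound wells on plate and 100% = full blocker control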
MBD2 DNA inh – inhibitors of human MBD2 binding to methylated oligonucleotide; Q9UBB5; TR-FRET; inhibition, % at 4.4 µM; actives 0.31% (n = 370,000); AID 686964; in the data active = inhibition above about 13%
ADAM17 inh – inhibits human ADAM17. recombinant ADAM17, EDANS/DABCYL FRET peptide cleavage. P78536. actives 0.83% (n = 370,000). inhibition, % at 6.95 µM;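 active = inhibition above the mean of compounds lying between control limits plus 3 SD, set per campaign, cut at about 8.5% in these data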;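 also: 0% = DMSO-only wells as the low control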
Target sequence (P78536 215-824 limits assumed): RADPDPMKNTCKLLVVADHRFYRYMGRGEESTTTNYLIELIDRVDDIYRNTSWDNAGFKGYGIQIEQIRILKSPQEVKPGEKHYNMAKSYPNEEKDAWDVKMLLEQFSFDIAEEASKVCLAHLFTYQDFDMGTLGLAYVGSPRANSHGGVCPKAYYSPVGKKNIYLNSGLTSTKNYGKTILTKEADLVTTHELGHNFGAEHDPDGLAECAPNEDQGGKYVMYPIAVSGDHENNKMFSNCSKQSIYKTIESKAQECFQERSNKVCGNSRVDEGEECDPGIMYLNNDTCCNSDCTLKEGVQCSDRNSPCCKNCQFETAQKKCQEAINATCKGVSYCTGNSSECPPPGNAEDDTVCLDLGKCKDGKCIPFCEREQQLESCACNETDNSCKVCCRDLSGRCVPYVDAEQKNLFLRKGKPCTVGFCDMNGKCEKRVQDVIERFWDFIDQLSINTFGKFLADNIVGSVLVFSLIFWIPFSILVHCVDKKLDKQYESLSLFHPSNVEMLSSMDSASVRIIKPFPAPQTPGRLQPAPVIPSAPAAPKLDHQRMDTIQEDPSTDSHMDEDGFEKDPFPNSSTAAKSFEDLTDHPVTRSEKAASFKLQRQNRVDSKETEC
DAX1 inh-2 – inhibitors of human orphan nuclear receptor DAX1 (NR0B1); P51843; AID 504766; actives 0.99% (n = 340,000); HEK293 Gal4-DAX1 luciferase reporter, luminescence; inhibition, % at 6.75 µM;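 active = inhibition above the mean over all tested compounds plus 3 SD, cut at about 4.2% in these data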;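 also: 0% = DAX1-transfected cells with DMSO and 100% = empty-vector control cells with DMSO; inhibition shows as a rise in luminescence from relieved DAX1 repression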
Target sequence (P51843 207-470 limits assumed): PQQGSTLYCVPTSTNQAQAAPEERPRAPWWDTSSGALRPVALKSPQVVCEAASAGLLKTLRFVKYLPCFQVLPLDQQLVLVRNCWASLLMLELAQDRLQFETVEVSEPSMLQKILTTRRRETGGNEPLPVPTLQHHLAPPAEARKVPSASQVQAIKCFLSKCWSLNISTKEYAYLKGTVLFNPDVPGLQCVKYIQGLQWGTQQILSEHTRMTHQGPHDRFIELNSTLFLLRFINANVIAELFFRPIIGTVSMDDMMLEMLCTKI
ssDAF-12 act – activators of S. stercoralis DAF-12 nuclear receptor; HEK293 ssDAF-12/GRIP1 lit1-tk-luc reporter, luminescence; % of 3 µM dafachronic acid response; activation, % at 6.8 µM; actives 1% (n = 370,000);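 active = activation above the mean over all tested compounds plus 3 SD, cut at about 0.9% in these data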;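 also: 0% = DMSO-only wells and 100% = 3 µM delta7-dafachronic acid wells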
SMARCA2 act – SMARCA2 function activation, primary screen; MG213 cells, MMTV-luciferase reporter, dexamethasone, overnight; activation, % at 9.1 µM; actives 1% (n = 370,000); AID 652017; in the data active = activation above about 7.8%;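 also: 0% = vehicle wells and 100% = reference activator wells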
hgDAF12 agonist – activates the H. glycines DAF-12 receptor ligand-binding domain; HEK293 GAL4-hgDAF12 UAS-luciferase reporter, agonist luminescence; normalized to butyrate control; activation, % at 6.8 µM; actives 1.8% (n = 370,000);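 active = activation above a cutoff set at the mean of all screened compounds plus 3 SD, cut at about 10% in these data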;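 also: 0% = DMSO wells and 100% = sodium butyrate wells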
Rev-erbA mod – modulators of human Rev-erb alpha DNA binding | Rev-erbα–FITC-DNA binding, fluorescence polarization, 90 min | activity, % at 10 µM | actives 0.79% (n = 370,000) | AID 1259318;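 active = activity above about 14%, limit read from the data; passing the limit was not always enough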;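 also: 0% = DMSO wells with 35 nM protein and 100% = DMSO wells with 750 nM protein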
PLCg1 inh – PLC-gamma1 (human) inhibition, primary screen; purified PLC-gamma1, fluorogenic substrate, fluorescence; inhibition, % at 12.2 µM; actives 0.84% (n = 370,000); in the data active = inhibition above about 9.5%
* marks the source's active call; other numbers are inactive results; / = not tested or not shown; & = joins results of further samples. No enrichment for hits; about 7.4% have a hit in one of these screens.

| Compound | DAX1 inh-1 | hcDAF-12 act | PLC-beta3 inh | MBD2 DNA inh | ADAM17 inh | DAX1 inh-2 | ssDAF-12 act | SMARCA2 act | hgDAF12 agonist | Rev-erbA mod | PLCg1 inh |
| --- | --- | --- | --- | --- | --- | --- | --- | --- | --- | --- | --- |
| CN1CCCC(OC(=O)c2cc(F)c(F)c(F)c2F)C1 (stereo unspecified) | 0.4 | -0.4 | -3 | 0 | -7 | 1.1 | -0.9 | -3 | -1.8 | -3 | -1 |
| O=C(O)c1cc([N+](=O)[O-])ccc1C(=O)Nc1ccccc1 | 0.4 | 1.1 | 5 | -2 | 2 | -1.0 | -0.5 | -3 | 0.6 | -8 | 6 |
| O=C(CN(Cc1ccc(F)cc1)C(=O)CCC(=O)Nc1nccs1)NCc1ccccc1 | 0.0 | -3.0 | -9 | 6 | -7 | -0.5 | -1.3 | -4 | 2.1 | 0 | 2 |
| Cc1ccccc1OCc1nc2ccccc2n1C | 1.5 | 3.7 | -5 | -5 | -2 | 1.8 | -0.4 | 2 | 11* | -5 | 3 |
| O=C(c1cccc(S(=O)(=O)N2CCCCC2)c1)N1CCN(c2ccccc2)CC1 | -1.2 | -1.1 | -4 | 1 | -1 | 0.3 | -1.2 | -1 | -0.9 | 6 | -19 |
| CCCn1c(N)c(N(CCOC)C(=O)c2cc(S(=O)(=O)N3CCCCCC3)ccc2OC)c(=O)[nH]c1=O | 0.1 | 0.8 | -5 | -4 | -6 | 0.9 | -1.0 | -1 | -0.2 | -4 | -1 |
| CCN(CC)CCCNC(=O)CNC(=O)c1nn(-c2ccc(OC)cc2)c(=O)c2ccccc12 | 1.3 | -0.3 | -40 | 0 | -5 | 1.1 | -1.3 | 0 | -1.0 | 1 | -28 |
| OC(c1ccccc1)(c1ccccc1)C1CCN(CCCNc2ccccc2Br)CC1 | -0.6 | -2.5 | 2 | -4 | 3 | / | -0.6 | -3 | -1.8 | 5 | 5 |
| COC(=O)c1sccc1NC(=O)c1ccccc1C(=O)O | 0.5 | -2.5 | -6 | 3 | -6 | -0.1 | -1.2 | -4 | 1.7 | -2 | -1 |
| O=C(Nc1ccccc1)c1ccc(S(=O)(=O)NCC2CCCO2)cc1 (stereo unspecified) | -0.5 | -0.2 | 2 | 1 | 1 | -0.8 | -1.3 | -3 | -2.0 | -1 | 7 |
| CC(C)(C)OC(=O)N(CCc1ccccc1)Cc1ccc(OCc2cccc(NC(=O)C3CCCC3)c2)cc1 | 0.4 | -2.6 | 0 | 1 | -5 | -0.4 | -1.6 | -3 | 2.7 | -1 | 0 |
| COC(=O)c1cc2occc2n1CC(=O)Nc1ccc(C)cc1C | -1.2 | 0.7 | -6 | -1 | -4 | 0.1 | -0.4 | 3 | 3.2 | 0 | -4 |
| Cc1cc(C)cc(Cn2cc(CN3CC(N4CCSCC4)CS3(=O)=O)nn2)c1 (stereo unspecified) | -1.2 | 1.4 | -1 | -4 | -4 | / | -0.9 | -4 | -1.3 | -5 | 1 |
| COc1ccc(S(=O)(=O)N/N=c2\oc3c(OC)cccc3cc2S(=O)(=O)c2ccc(C)cc2)cc1OC | -0.7 | 1.5 | -3 | 1 | 0 | 1.4 | -1.5 | -1 | -1.9 | 4 | -3 |
| O=C(Cc1ccc(Br)cc1)N1CCN(c2ccccc2)CC1 | -0.8 | -0.7 | 4 | -6 | 1 | -0.4 | -1.0 | 5 | -0.9 | 0 | 5 |
| COC(=O)/C=C1\SC(=NC(=O)c2ccc(OC)cc2)NC1=O | -0.4 | 1.8 | -2 | 7 | -2 | 0.3 | -0.7 | 0 | 0.1 | -6 | -1 |
| O=C(Nc1cc(S(=O)(=O)Nc2ccccc2Cl)ccc1O)c1sc2cc(Cl)ccc2c1Cl | -0.7 | -2.2 | 1 | 2 | -2 | 0.6 | -1.5 | -1 | -0.2 | -2 | 4 |
| O=C1S/C(=C/c2ccc(N3CCOCC3)o2)C(=O)N1Cc1c(F)cccc1Cl | 0.3 | 0.0 | -3 | -2 | -1 | 0.4 | -1.1 | 2 | 2.9 | 22 | -1 |
| O=C(c1cccs1)N(Cc1cc2ccccc2[nH]c1=O)CC1CCCO1 (stereo unspecified) | 0.2 | -3.7 | -7 | 5 | -7 | 0.6 | -1.3 | 0 | -0.6 | -5 | 2 |
| CC(CC(=O)N1CCc2ccccc21)c1ccccc1 (stereo unspecified) | 0.8 | -1.4 | 0 | 4 | -1 | 0.7 | -0.8 | 2 | 2.2 | -6 | 1 |
| O=c1c2ccccc2n(Cc2ccccc2)n1[C@@H](Cc1ccccc1)Cn1cc(C2CCCC2)nn1 | -0.9 | -0.8 | -98 | 0 | -120 | / | -1.6 | -3 | 3.1 | 4 | -70 |
| CCC(=O)Nc1cccc2cccnc12 | 0.3 | 0.7 | -4 | 3 | -4 | 0.0 | -1.6 | -4 | -0.5 | -2 | -2 |
| CCOc1ccccc1C1C2CCCCC2(O)CCN1C(=O)c1cccs1 (stereo unspecified) | 0.7 | 0.8 | 0 | -7 | 3 | 0.1 | -1.4 | 1 | 3.1 | 2 | 2 |
| O=C(Cn1nnc(N2CCOCC2)n1)NN=Cc1ccccc1Cl | -0.9 | -0.1 | -3 | 0 | -6 | / | -0.6 | -5 | 2.0 | -1 | -3 |
| COc1ccc(CCNC(=O)c2ccc(CSc3ccccc3)o2)cc1 | -2.0 | -2.8 | -11 | 2 | -2 | -0.8 | -2.1 | 1 | 0.8 | 4 | -2 |
| CC(=O)N1C(Nc2ccc(Cl)cc2)CCN1c1ccccc1 (stereo unspecified) | -0.2 | -1.2 | 1 | -4 | 0 | 1.2 | -1.0 | -1 | -0.7 | 3 | 1 |
| COc1ccc(N2CCN(CC(O)COc3ccc(C)cc3C)CC2)cc1 (stereo unspecified) | 0.4 | -0.2 | -10 | 4 | -3 | 0.8 | -1.6 | -3 | 0.8 | 4 | 0 |
| CCC(C)(C)C1CCc2nc3ccccc3c(C(=O)OC(C)C(=O)Nc3c(C)n(C)n(-c4ccccc4)c3=O)c2C1 (stereo unspecified) | 0.1 | 0.0 | -1 | -4 | -2 | 0.6 | -0.9 | -1 | -2.5 | 5 | 1 |
| COc1ccc(C(=O)c2cn(-c3cccc(Br)c3)nc2C(C)=O)cc1 | 0.0 | -0.1 | -3 | 4 | -4 | 4.2 | -1.4 | -2 | -1.4 | -4 | -1 |
| CNC(=O)c1ccc(NC(=O)CCc2c(C)noc2C)cc1 | 0.5 | -0.8 | -7 | 2 | -2 | 1.0 | -1.1 | -2 | 2.1 | -5 | 1 |
| CCc1ccc(N2CC(C(=O)Nc3cccnc3)CC2=O)cc1 (stereo unspecified) | 0.7 | -1.3 | 2 | 0 | 0 | 0.2 | -1.0 | 0 | -2.8 | -5 | 1 |
| Cc1ccc(/C=C2\SC(=S)N(c3cccnc3)C2=O)o1 | -0.1 | 0.0 | -8 | 0 | -4 | 0.2 | -1.8 | -1 | 0.0 | -9 | -2 |
| O=S(=O)(NCCc1cn2ccccc2n1)c1ccc2c(c1)OCCO2 | 1.5 | -1.1 | -6 | 5 | -4 | 0.0 | -1.0 | -2 | -1.9 | -3 | -1 |
| COc1ccc(NC(=O)CSc2ncnc3c2cnn3CCc2ccccc2)cc1 | 0.2 | 0.7 | 0 | 5 | -5 | -0.2 | 0.3 | 3 | 4.5 | 9 | -2 |
| C[C@@H](NC(=O)[C@@H]1CCCN1C(=O)[C@@H]1CCCN1C(=O)OC(C)(C)C)c1ccccc1 | -0.5 | 0.4 | 3 | 3 | -3 | / | -1.5 | -5 | 1.1 | 3 | 1 |
| Cc1sc(NC(=O)c2ccccc2)c(C(=O)NC(C)C)c1C | 0.0 | 3.0 | -6 | -6 | 0 | -0.8 | -1.5 | 0 | -1.1 | 24* | -3 |
| O=C(Nc1cccc(C(F)(F)F)c1)N1CCC(c2nc(-c3ccc(F)cc3)no2)CC1 | -1.4 | -1.8 | 0 | -2 | 9.6* | -1.6 | -2.3 | -2 | -3.2 | 1 | 1 |
| CCOc1ccc(C2C(C(=O)c3ccco3)=C(O)C(=O)N2CCCn2ccnc2)cc1OCC (stereo unspecified) | 0.8 | 0.2 | -20 | -5 | -2 | 0.6 | -0.8 | 5 | 0.1 | 0 | -7 |
| Cc1nc2sc3c(=O)[nH]nnc3c2c(C)c1Br | 0.2 | -0.4 | -4 | 0 | 0 | 0.1 | -1.0 | 0 | 1.0 | -2 | 4 |
| COc1ccc(OC(=O)c2ccc3nsnc3c2)cc1 | -0.3 | -1.4 | 7 | 1 | 0 | -0.1 | -1.4 | 2 | -1.9 | 5 | 4 |
| CC(C)C12CN3CC(C(C)C)(CN(C1)C3c1ccc([N+](=O)[O-])o1)C2=O (stereo unspecified) | -0.5 | -0.1 | -6 | 1 | 4 | -1.1 | -1.6 | -4 | -0.3 | -4 | -1 |
| COC(=O)CC1CCc2cc(C)cc(C(CC(C)C)NC(=O)[C@H](CC(C)C)NC(=O)OCc3ccccc3)c2O1 (stereo partly specified) | / | -1.4 | 2 | 4 | -2 | / | -1.7 | / | -1.1 | -6 | -1 |
| CC(=O)NCCn1c(SCC(=O)NCCC2=CCCCC2)nc2ccccc2c1=O | -0.4 | -1.7 | -1 | -1 | -1 | 0.3 | -1.4 | -2 | 2.2 | 8 | 2 |
| COCCn1c(C(=O)N2CCCC2)cc2c1C[C@H]1CN(C(=O)c3ccccc3)[C@@](Cc3ccc(F)cc3)(C(=O)OC)[C@@H]21 | 0.1 | -1.7 | -15 | 7 | -8 | / | -1.1 | 2 | 0.8 | -4 | -5 |
| Cc1ccc(NC(=O)CSc2ncnc3ccccc23)cc1S(=O)(=O)N1CCOCC1 | -1.0 | -0.8 | -3 | -4 | 0 | -2.8 | -2.0 | -6 | 5.3 | -4 | 0 |
| CCCC(=O)N1CCC1(C)C(=O)Nc1ccc2c(c1)OCCO2 (stereo unspecified) | 0.9 | -1.2 | 5 | -1 | 6 | / | -0.7 | -1 | -1.9 | 6 | 7 |
| Cc1cc(C)n(-c2cc(O)c(-n3nc(C)cc3C)cc2O)n1 | 0.4 | 0.3 | -9 | -3 | -23 | -0.3 | -1.3 | 1 | 0.0 | 1 | -11 |
| Cn1cc(S(=O)(=O)NCc2cccs2)c(=O)n(C)c1=O | 1.2 | 0.7 | 5 | -4 | 0 | 0.0 | -0.7 | 1 | -0.6 | 1 | 3 |
| Nc1ccc(S(=O)(=O)Nc2nccs2)cc1 | -0.1 | 1.2 | 6 | 6 | -5 | 1.8 | -0.2 | 1 | 4.8 | -6&5 | 3 |
| Cc1ccc(S(=O)(=O)N2CCOCC2)cc1NC(=O)c1cc2c(s1)CCC2 | -0.7 | -2.5 | 3 | 0 | 2 | 0.2 | -1.6 | -5 | -4.0 | 4 | 10* |
| CN(c1ccccc1)S(=O)(=O)c1ccc(C(=O)NCc2cccs2)cc1 | -0.6 | -0.5 | -9 | 6 | -2 | 0.7 | -1.5 | -2 | -2.2 | 8 | 2 |

High-throughput results: PubChem, several laboratories
